SR-BI uptake up – activators of SR-BI mediated DiI-HDL uptake, primary screen, ldlA[mSR-BI] CHO cells, DiI fluorescence; 3 h; 100 = double the neutral-control signal; activation, % at 12.5 µM; actives 0.096% (n = 320,000); AID 504775, 2011;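 active = mean replicate activation of at least 60% and every replicate at or above 60%; inconclusive = mean or all-replicate condition met, but not both; inactive = mean below 60% and not all replicates reaching 60%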;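 also: 0% = median plate neutral-control signal and 100% = twice that signal; values of inactives mirror those of a sister screen read the other way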
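Test system: SR-BI-overexpressing, LDLR-lacking CHO cells. Measured by: DiI fluorescence, bottom read. Medium: Ham's F12 with 0.5% BSA, HEPES 25 mM, pH 7.4. Timing: 3 h uptake period with compound, 37 °C.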
NSD2 inh – NSD2 histone methyltransferase inhibitors, primary screen, biochemical, AlphaScreen, single concentration, set 2; NSD2 peptide methylation, 120 min; actives 0.54% (n = 310,000); Histone-lysine N-methyltransferase NSD2 (Homo sapiens), O96028; inhibition, % at 12.5 µM; in the data active = inhibition above about 50%
Target sequence (O96028 whole entry, looked up): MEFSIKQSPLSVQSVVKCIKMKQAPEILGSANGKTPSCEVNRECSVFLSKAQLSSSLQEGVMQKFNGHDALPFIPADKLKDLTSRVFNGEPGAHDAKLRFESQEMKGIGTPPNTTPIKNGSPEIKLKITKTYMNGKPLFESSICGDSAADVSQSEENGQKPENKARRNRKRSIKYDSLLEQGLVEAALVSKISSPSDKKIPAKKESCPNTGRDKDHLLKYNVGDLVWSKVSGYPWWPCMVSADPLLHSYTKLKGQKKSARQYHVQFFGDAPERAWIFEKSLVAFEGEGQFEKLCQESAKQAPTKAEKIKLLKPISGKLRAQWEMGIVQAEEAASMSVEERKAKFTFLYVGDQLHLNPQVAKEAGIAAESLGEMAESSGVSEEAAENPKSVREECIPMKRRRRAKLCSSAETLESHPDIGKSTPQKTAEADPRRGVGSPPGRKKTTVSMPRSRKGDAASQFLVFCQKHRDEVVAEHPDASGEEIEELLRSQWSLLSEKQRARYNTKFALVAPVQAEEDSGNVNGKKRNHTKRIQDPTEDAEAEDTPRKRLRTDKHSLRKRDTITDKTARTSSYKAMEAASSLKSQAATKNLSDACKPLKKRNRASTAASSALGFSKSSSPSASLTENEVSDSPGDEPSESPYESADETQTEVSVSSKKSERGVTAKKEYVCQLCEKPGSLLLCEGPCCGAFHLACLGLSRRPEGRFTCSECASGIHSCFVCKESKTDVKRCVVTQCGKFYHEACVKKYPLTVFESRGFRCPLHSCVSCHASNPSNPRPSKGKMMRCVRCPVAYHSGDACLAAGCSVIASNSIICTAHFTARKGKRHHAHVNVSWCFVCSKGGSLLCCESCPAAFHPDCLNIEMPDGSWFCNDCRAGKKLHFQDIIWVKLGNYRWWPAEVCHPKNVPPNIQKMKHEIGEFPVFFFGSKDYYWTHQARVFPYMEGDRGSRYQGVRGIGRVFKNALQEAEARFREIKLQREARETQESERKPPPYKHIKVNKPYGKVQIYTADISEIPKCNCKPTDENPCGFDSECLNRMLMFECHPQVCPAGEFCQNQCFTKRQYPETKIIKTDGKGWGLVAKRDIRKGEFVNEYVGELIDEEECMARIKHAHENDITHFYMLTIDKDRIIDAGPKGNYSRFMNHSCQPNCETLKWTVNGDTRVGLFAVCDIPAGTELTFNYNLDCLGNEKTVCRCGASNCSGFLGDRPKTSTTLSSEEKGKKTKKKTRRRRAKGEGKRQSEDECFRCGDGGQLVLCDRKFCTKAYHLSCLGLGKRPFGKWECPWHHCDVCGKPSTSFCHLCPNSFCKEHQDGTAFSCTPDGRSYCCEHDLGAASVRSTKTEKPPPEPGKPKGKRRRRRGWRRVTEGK
MITF act – activators of MITF-driven TRPM1 promoter reporter, primary screen, cell-based, SK-MEL-5, luciferase, single point. AID 588334, 2011. actives 0.75% (n = 300,000). SK-MEL-5 TRPM1-promoter luciferase, 24 h; % of positive control, neutral wells = 0. activation, % at 12.5 µM;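 active = mean activation of at least 80% with every replicate also reaching 80%; inconclusive = mean reaches 80% but some replicate falls short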;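 also: 0% = neutral control wells and 100% = parthenolide positive control wells; values of inactives mirror those of a sister screen read the other way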
PKA-R2B act – activators of PKA-R2B holoenzyme, primary screen, biochemical, fluorescence polarization, Cy5-IP20, human | actives 0.079% (n = 340,000) | PKA-R2B holoenzyme dissociation; R2B truncated from residue 108, S112A mutant; 0% DMSO only, 100% 113 µM cGMP | activation, % at 11.4 µM;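 active = activation above a cutoff set at the mean over all compounds plus 3 SD, cut at about 18% in these data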;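 also: higher means more holoenzyme dissociation and a rise in polarization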
Pemphigus Ab inh – inhibitors of pemphigus antibody binding to DSG3, primary screen, biochemical, bead-based, flow cytometry, scFv-GFP. actives 0.48% (n = 310,000). binding (percent of control), % at 10 µM. AID 588358, 2011. DSG3-coupled beads, scFv-anti-DSG3-GFP binding; stronger effect = lower value. Desmoglein-3 (Homo sapiens), P32926;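 active = binding more than 3 SD below its plate's average and above zero; inconclusive = below that plate limit but binding exactly zero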;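 also: hits lower antibody fragment binding to DSG3; some compounds called inactive have numbers as strong as hits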
PKA-R1A act – activators of PKA-R1A holoenzyme, primary screen, biochemical, fluorescence polarization, Cy5-IP20, bovine R1A, mouse PKAc | cAMP-dependent protein kinase type I-alpha regulatory subunit (Bos taurus) + … | PKA-R1A dissociation; scaled: DMSO 0%, 113 µM cGMP 100% | activation, % at 11.4 µM | actives 0.083% (n = 340,000) | AID 504707, 2011;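 active = percent activation above the mean of all tested compounds plus 3 SD, cut at about 19% in these data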;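 also: higher means more PKAc released from R1A so a rise in polarization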
SUMO Mot1 rescue – yeast Mot1-301 growth rescue at high temperature, primary screen, SUMOylation pathway inhibitor project, S. cerevisiae, ATP luminescence, 38.5C; S. cerevisiae Mot1-301 growth rescue; percent above DMSO median, 100 means doubled; growth rescue, % at 18.8 µM; actives 1% (n = 320,000);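 active = every valid replicate shows activation above 250% relative to neutral control wells; inactive = the rest, any valid replicate at or below 250%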;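 also: OY570 slx delta 5 strain wells were the positive control but not used for scaling; some compounds called inactive have numbers as strong as hits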
CDK5 inh – inhibitors of human CDK5/p35 kinase, primary screen, biochemical, single concentration; actives 0.01% (n = 330,000); Recombinant CDK5/p35, ADP-Glo luminescence, 60 min; inhibition, % at 10 µM;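 active = highest replicate inhibition of at least 50% and at least 75% of replicates reaching 50%; inconclusive = only one of the two criteria met; inactive = both criteria failed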;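 also: plate controls were DMSO neutral control for no effect and GW8510 at 10 µM for full effect; many of its hits are not listed in these tables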
dFosB act – activators of delta FosB homodimer, primary screen, biochemical, fluorescence polarization, TAMRA-CDK5 oligo, single point; Protein FosB (Mus musculus), P13346; purified delta FosB; percent of positive-control signal above neutral wells; activation, % at 25 µM; actives 0.99% (n = 340,000); AID 493131, 2011;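 active = mean activation above about 17%, with every replicate also reaching it, limit read from the data, passing the limit was not always enough; inconclusive = only one of the two conditions met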;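 also: fluorescence polarization rise as delta FosB binds a TAMRA Cdk5 AP-1 oligo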
SR-BI HDL uptake – inhibitors of SR-BI mediated HDL lipid uptake, primary screen, ldlA[mSR-BI] cells, fluorescence, single point; actives 0.96% (n = 320,000); ldlA[mSR-BI] CHO cells, DiI-HDL uptake fluorescence, 3 h; Scavenger receptor class B member 1 (Mus musculus), Q61009; inhibition, % at 12.5 µM;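 active = mean replicate inhibition of at least 70% and a set share of replicates each scoring 70 or more; inconclusive = meets just one of the two criteria; inactive = fails both criteria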;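 also: 0% = median of neutral control wells and 100% = median of positive control wells; values of inactives mirror those of a sister screen read the other way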
Arr AP2 block – inhibitors of beta-arrestin/AP2 binding, primary screen, biochemical, GPCR trafficking, flow cytometry; beta-arrestin 1 C-terminal peptide binding to AP2 beta2-adaptin appendage (human); FITC-arrestin peptide / GST-AP2 beads; AP2 beta2 appendage carries R879A mutation; inhibition, % at 10 µM; actives 0.31% (n = 340,000); AID 504490, 2011;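 active = inhibition above a set limit, near 3 SD of compounds lacking own fluorescence, cut at about 54% in these data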;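 also: plate controls were DMSO wells for no effect and 5 µM unlabelled arrestin peptide for full effect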
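Material – AP2 appendage R879A on GSH beads · Buffer or medium – PBS with 0.05% Tween 20 and 0.1% BSA · Probe or stimulus – fluorescein-tagged arrestin peptide at 50 nM final · Incubation – compound with beads 12 min RT, then probe 1 h RT · Detection – high-throughput flow cytometry of beads, ex 488, em 535 nm · Evaluation – percent response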
Starred values were filed as active, the others as inactive; ? = inconclusive; / = no result given. Rows were taken by chance. About 4.7% of those tested had a hit in this group.

SMILES	SR-BI uptake up	NSD2 inh	MITF act	PKA-R2B act	Pemphigus Ab inh	PKA-R1A act	SUMO Mot1 rescue	CDK5 inh	dFosB act	SR-BI HDL uptake	Arr AP2 block
O=[N+]([O-])c1cc(-n2cccc2)ccc1N1CCOCC1	-6	38	-4	-5	/	8	-12	-0.9	1	6	6
N#Cc1ccc(-c2ccc(F)cc2)nc1Oc1ccc(Cl)c(Cl)c1	-11	-1	/	-7	101	0	-1	-0.6	-7	11	2
CC(C)NS(=O)(=O)c1ccc(OCC(=O)Nc2ccc3c(c2)OCCO3)cc1	-18	1	-8	-5	101	-1	-20	-3.4	-11	18	1
CCCCNS(=O)(=O)c1ccc(S(=O)(=O)n2cnc3ccccc32)cc1	3	/	-13	1	99	-13	-2	-3.5	1	-3	-7
CC1=[N+]([O-])C(N2CCOCC2)C(O)(c2ccccc2)C1 (configuration not stated)	/	-2	2	7	101	-6	0	-0.5	-3	/	-2
COC(=O)c1c(C)[nH]c(C(=O)OC(C)C(=O)N2CCOCC2)c1C (configuration not stated)	21	-1	27	4	107	-9	-14	0.2	0	-21	-8
O=C(COC(=O)C12CC3CC(CC(O)(C3)C1)C2)Nc1ccc(Cl)c(S(=O)(=O)N2CCOCC2)c1	-5	1	6	-2	105	7	9	0.5	-6	5	-2
CCN1C(=O)[C@H]2[C@@H](c3ccc(C)cc3)N3C(=O)N(c4ccc(OC)cc4)C(=O)[C@@]3(C)[C@H]2C1=O	19	/	-2	-6	108	-1	26	-0.6	-6	-19	1
COc1cc2c(cc1OC)C(CSc1ccccc1C(=O)O)=NC(C)(C)C2	-38	/	8	0	80	5	-6	-0.9	-5	38	-7
O=C(NN=Cc1ccc(O)cc1)c1ccccc1NS(=O)(=O)c1cccs1	/	0	14	6	109	11	-2	-0.8	-3	1	-8
Cc1ccc(CNC(=O)CCOc2ccc(C(C)(C)C)cc2)cc1	-10	1	/	-6	/	-3	-3	-2.1	-3	10	-2
CC(C)(C)OCC(O)CN1CCN(C(=O)c2ccccc2)CC1 (configuration not stated)	11	1	1	-10	88	-2	-1	0.3	-3	-11	-7
COC(=O)C1Cc2ccccc2CN1C(=O)CCl (configuration not stated)	6	6	-22	8	77	4	47	1.2	-9	-6	27
COC(=O)CCC(=O)N1CCOCCOCCOCC1	26	-2	-11	-4	103	-8	-6	-3.4	-3	-26	-4
CCOCCCn1cnc2c3cc(F)ccc3n(C)c2c1=O	-2	-4	29	2	107	-5	-9	1.3	-1	2	-1
COc1cc2c(cc1OC)CN(C(=O)CSc1nc(N)c(C#N)cc1C#N)CC2	6	2	-5	-2	102	-7	23	2.9	-8	-6	7
COc1ccc(N(CC(=O)NC2CCCC2)S(=O)(=O)c2c(C)[nH]c(=O)[nH]c2=O)cc1	10	/	/	2	101	-2	-21	2.1	1	-11	8
CCN(CC)C(=O)Cn1nnc(-c2ccc(S(C)(=O)=O)cc2)n1	6	-1	0	-13	100	0	153	-0.6	-3	-6	22
O=C(CC1C(=O)NCCN1C(=O)Nc1ccccc1)Nc1cc(Cl)cc(Cl)c1 (configuration not stated)	?	0	-2	-8	105	-5	-2	-1.5	-5	-261	2
COc1cccc(N=NC2C(=O)N(C(N)=S)N=C2C)c1 (configuration not stated)	6	2	18	5	110	3	0	1.4	-1	-6	18
CCc1sc(C(=O)NCCCn2ccnc2)cc1Br	-11	-3	3	10	95	-7	-5	-0.3	-10	11	-5
CC(=O)Nc1ccc(N=Nc2ccccc2)cc1	-4	0	63	-5	94	0	20	1.1	2	4	15
O=c1[nH]c2cccc(F)c2n2cccc12	30	-3	0	-3	108	9	-19	-2.3	-10	-30	7
CCOc1ccccc1C=NN1CCCCCC1	-3	1	3	5	98	17	/	1.6	-6	3	1
COCCSc1ccccc1C(=O)NCc1ccc2c(c1)OCO2	18	2	/	-4	105	-13	20	0.4	0	-18	9

Continuation:
SMILES	SR-BI uptake up	NSD2 inh	MITF act	PKA-R2B act	Pemphigus Ab inh	PKA-R1A act	SUMO Mot1 rescue	CDK5 inh	dFosB act	SR-BI HDL uptake	Arr AP2 block
COc1ccc(-c2noc(CCCC(=O)NCCc3ccccc3)n2)cc1OC	-19	-3	1	6	100	-11	72	0.7	-10	19	-5
CCOP(=O)(/C(C#N)=C(\C)O)c1ccccc1 (configuration not stated)	11	0	15	5	110	-2	-13	-0.1	-1	-11	-3
C=C(C)Cn1c(CCNC(=O)CC)nc2ccccc21	8	/	/	1	/	-10	0	-2.5	-8	-8	6
COC(=O)C1=C(Nc2ccccc2NC(=O)c2ccccc2C(=O)O)CSC1	2	1	-6	-12	/	-5	-6	-3.5	-10	-2	7
CCOC(=O)N1CCN(C(=O)C(NC(=O)c2ccc(C(C)(C)C)cc2)C(C)C)CC1 (configuration not stated)	/	-1	-17	-2	109	6	8	0.1	-6	22	7
Cc1ccc(NC(=O)Nc2cccn(Cc3c(F)cccc3Cl)c2=O)cc1	-37	4	37	-7	106	2	3	-3.5	3	37	4
O=c1cc(-c2cccc(Cl)c2)oc2cccc(O)c12	-2	/	14	-17	91	10	6	-1.4	4	2	-1
CCOc1ccc(S(=O)(=O)N2CCCC(C(=O)Nc3cccc(C)c3)C2)cc1 (configuration not stated)	/	1	-9	6	98	2	-6	-2.2	-8	/	29
CCOC(=O)N1CCN(C(=S)NC(=O)c2ccc(Br)cc2)CC1	2	0	2	0	102	-1	-16	0.3	-3	-2	-4
O=C(/C=C/c1ccc(Cl)cc1Cl)Nc1ccncc1	-29	4	51	-2	103	3	225	0.9	-7	29	8
CCc1ccc2[nH]cc(C(=O)OCCOC)c(=O)c2c1	23	-3	7	-4	94	-3	78	-0.1	-2	-23	-3
CC(C)Cn1c(N)c(S(=O)(=O)c2cccs2)c2nc3ccccc3nc21	9	-2	6	5	100	-7	/	-2.5	5	-9	20
C/C(=N\Nc1cccc(Cl)c1)C1(C)N(O)C(C)(C)C(c2ccco2)=[N+]1[O-] (configuration not stated)	-24	9	/	5	108	-1	13	-0.4	-1	24	-3
COc1ccc(S(=O)(=O)N2CCN(c3ccccc3)CC2)cc1C(=O)N1CCCC1	19	-2	-9	1	106	4	-6	-1.9	-2	-19	0
CCOC(=O)C1(Cc2ccc(OC)cc2)CCN(C(=O)Cc2cccnc2)CC1	16	-3	22	-8	101	1	-6	0.5	-3	-16	3
Cc1onc(-c2ccccc2)c1C(=O)N1CCN(C/C=C/c2ccccc2)CC1	-12	/	/	-10	104	-5	13	0.9	-1	12	3
COc1ccc(/C=C(/NC(=O)c2ccc(C)cc2)C(=O)NCc2ccncc2)cc1	-1	-2	6	0	/	-9	2	-2.1	-11	1	2
O=S(=O)(c1ccc(OCC(O)CN2CCc3ccccc3C2)cc1)N1CCOCC1 (configuration not stated)	-3	1	3	-1	108	-6	-2	0.2	-8	3	7
CCOC(=O)c1oc2ccccc2c1NC(=O)c1cccc(OC)c1OC	-77	/	10	-11	105	-11	-21	1.6	-15	77*	2
CCc1cccc(C)c1NC(=O)COC(=O)CNC(=O)c1cccs1	-8	4	2	4	98	13	98	-0.4	-13	8	18
Cc1ccc(-c2cnc(N)n2C)cc1C	/	6	/	-9	104	11	17	2.4	-4	/	-1
CCOC(=O)NC(=O)COC(=O)CCCSc1nc2ccccc2s1	11	0	-14	-2	103	-2	-7	0.1	-8	-11	-3
Cc1ccc(CC(=O)N2CCN(c3cccc(C(F)(F)F)c3)CC2)cc1	10	-1	2	-1	96	-8	104	0.1	-2	-10	-3
COc1ccc2oc(C(F)(F)C(F)F)cc(=O)c2c1	19	1	14	-5	113	-7	46	-4.3	-2	-19	-12
Cc1cc(NC(=O)COC(=O)C2CCN(S(=O)(=O)c3cccc(Cl)c3Cl)CC2)no1	-1	3	-5	1	107	6	-37	1.2	-9	1	15

Later entries
SMILES	SR-BI uptake up	NSD2 inh	MITF act	PKA-R2B act	Pemphigus Ab inh	PKA-R1A act	SUMO Mot1 rescue	CDK5 inh	dFosB act	SR-BI HDL uptake	Arr AP2 block
Cc1ccc(NC(=O)C2(NC(=O)c3ccccn3)CCCCC2)cc1Br	1	-5	-8	-3	102	8	8	-1.7	0	-1	4
COc1ccc(N=C2NC(=O)/C(=C/c3ccco3)S2)cc1	-9	-3	/	-7	104	8	-9	-1.2	-10	9	31
CCOc1ccc(NCC(=O)Nc2ccc(C)cc2C)cc1	-27	/	-2	3	100	3	-11	0.9	-8	27	0
CC1CC1C(=O)N(CCC1=CCCCC1)c1c(N)n(Cc2ccccc2)c(=O)[nH]c1=O (configuration not stated)	32	0	7	-9	102	6	-17	1.2	-2	-32	8
CCOC(=O)c1cnc2ccccc2c1NCCc1ccc(OC)c(OC)c1	/	0	/	0	/	2	435	-0.3	4	/	13
NC(=O)c1ccc(N2CCCCC2)c(N2C(=O)CCC2=O)c1	23	1	-8	0	105	-7	-4	-1.1	-3	-23	2
CC(C)(C)OC(=O)NCCCCCc1cn([C@@H](CO)C(=O)NCCCCCCCCCCC(=O)N2CCN(C(=O)OC(C)(C)C)CC2)nn1	-48	/	-52	4	105	-7	-6	0.8	-19	48	-6
CCOc1cccc(CN(C)CC2CCCN(CCc3ccc(Cl)cc3)C2)c1O (configuration not stated)	-12	11	/	0	111	-13	12	0.8	-2	12	7

Source: PubChem (several laboratories)
